LYPLA1 counter = counter-screen for PME1 inhibitors: inhibitors of human LYPLA1 | O75608 | 0.16% of 320,000 active | inhibition, % at 5.9 µM | recombinant LYPLA1, FP-Rh probe fluorescence polarization;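 active = inhibition above the mean of all tested compounds plus 3 SD, set per campaign, cut at about 14% in these data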;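 also: inhibitors block serine hydrolase probe labeling of LYPLA1 so polarization falls; 0% = enzyme with DMSO and 100% = wells lacking LYPLA1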
pPAFAH inh = pPAFAH (human) enzyme inhibition | Q13093 | recombinant pPAFAH, FP-rhodamine probe fluorescence polarization | inhibition, % at 3.39 µM | 1.5% of 330,000 active;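 active = inhibition above the mean inhibition across the screen plus 3 SD, cut at about 25% in these data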;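 also: inhibitors block binding of the rhodamine activity-based probe so polarization drops; 0% = enzyme with DMSO and 100% = wells lacking pPAFAH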
PAFAH1B3 inh = blocks human PAF acetylhydrolase 1B catalytic subunit 3 | Q15102 | inhibition, % at 3.39 µM | AID 492972 | 0.28% of 340,000 active | recombinant PAFAH1B3, FP-rhodamine probe, fluorescence polarization;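 active = inhibition above the screen-wide average of all tested compounds plus 3 SD, cut at about 25% in these data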;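 also: 0% = enzyme with DMSO only and 100% = wells lacking PAFAH1B3 protein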
EBNA-1 inh = blocks EBNA-1 binding to DNA; EBNA-1 DNA binding, fluorescence polarization; inhibition, % at 14.8 µM; 0.34% of 300,000 active; in the data active = inhibition above about 28%
ZTA counter = counter-screen for EBNA-1 inhibitors: inhibitors of Epstein-Barr virus ZTA; ZTA-DNA binding, fluorescence polarization; 0.15% of 320,000 active; P03206; inhibition, % at 11 µM; in the data active = inhibition above about 33%
PAFAH2 FP inh = inhibitors of human PAFAH2 | Q99487 | recombinant PAFAH2, FP-rhodamine activity probe, fluorescence polarization | inhibition, % at 3.39 µM | 0.99% of 340,000 active | AID 492956;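 active = inhibition above the mean over all tested compounds plus 3 SD, cut at about 30% in these data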;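 also: inhibitors block probe labeling of enzyme so polarization drops; 0% = enzyme with DMSO and 100% = wells lacking PAFAH2 protein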
PAFAH1B2 FP inh = PAFAH1B2 (human) inhibition; inhibition, % at 3.39 µM; recombinant PAFAH1B2, FP-rhodamine activity probe, fluorescence polarization; P68402; AID 492953; 1.2% of 340,000 active;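 active = inhibition above the mean of all tested compounds plus 3 SD, cut at about 24% in these data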;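 also: 0% = enzyme with DMSO and 100% = wells lacking PAFAH1B2; many of its hits are not listed in these tables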
PREPL inhibitor = human PREPL enzyme inhibition. Q4J6C6. recombinant PREPL, fluorescence polarization activity-based probe. inhibition, % at 5.96 µM. 0.68% of 320,000 active. AID 2751; in the data active = inhibition above about 43%;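 also: 0% = enzyme with DMSO and 100% = wells lacking enzyme; many of its hits are not listed in these tables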
Target sequence (Q4J6C6 whole entry, looked up): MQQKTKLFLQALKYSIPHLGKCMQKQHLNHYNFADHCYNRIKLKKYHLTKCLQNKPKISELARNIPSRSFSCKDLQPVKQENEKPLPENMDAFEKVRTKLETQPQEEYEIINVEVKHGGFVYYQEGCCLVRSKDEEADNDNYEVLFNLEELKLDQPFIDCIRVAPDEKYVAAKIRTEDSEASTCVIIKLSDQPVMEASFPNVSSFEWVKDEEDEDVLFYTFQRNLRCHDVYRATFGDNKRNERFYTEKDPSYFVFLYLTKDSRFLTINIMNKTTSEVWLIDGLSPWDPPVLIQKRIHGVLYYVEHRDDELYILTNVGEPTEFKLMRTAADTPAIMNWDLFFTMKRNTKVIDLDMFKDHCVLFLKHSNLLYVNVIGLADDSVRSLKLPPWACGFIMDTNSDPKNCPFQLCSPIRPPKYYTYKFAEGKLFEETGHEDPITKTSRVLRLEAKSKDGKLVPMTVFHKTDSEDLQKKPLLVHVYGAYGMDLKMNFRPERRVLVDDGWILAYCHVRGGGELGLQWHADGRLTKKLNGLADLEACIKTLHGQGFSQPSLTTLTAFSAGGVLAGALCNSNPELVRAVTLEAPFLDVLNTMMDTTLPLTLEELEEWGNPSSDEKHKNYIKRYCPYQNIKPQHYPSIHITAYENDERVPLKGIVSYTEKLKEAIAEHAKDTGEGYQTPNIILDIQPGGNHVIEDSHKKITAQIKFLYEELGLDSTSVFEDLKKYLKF
LYPLA2 inh = counter-screen for PME1 inhibitors: inhibitors of human LYPLA2. O95372. AID 2177. recombinant LYPLA2, FP-Rh probe fluorescence polarization. inhibition, % at 5.9 µM. 0.38% of 320,000 active;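 active = inhibition above the screen-wide mean plus 3 SD, limit set per campaign, cut at about 26% in these data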;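 also: 0% = LYPLA2 with DMSO and 100% = wells lacking LYPLA2 enzyme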
Target sequence (O95372 whole entry, looked up): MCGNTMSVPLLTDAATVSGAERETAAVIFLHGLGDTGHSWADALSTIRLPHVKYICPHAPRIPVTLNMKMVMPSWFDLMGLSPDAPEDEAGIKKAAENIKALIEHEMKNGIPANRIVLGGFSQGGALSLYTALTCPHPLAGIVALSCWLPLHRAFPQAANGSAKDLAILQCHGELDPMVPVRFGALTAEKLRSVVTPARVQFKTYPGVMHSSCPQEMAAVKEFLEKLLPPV
* marks the source's active call; other numbers are inactive results; / = not tested or not shown. The list is partial; the hit share may differ from the screen's.

compound | LYPLA1 counter | pPAFAH inh | PAFAH1B3 inh | EBNA-1 inh | ZTA counter | PAFAH2 FP inh | PAFAH1B2 FP inh | PREPL inhibitor | LYPLA2 inh
O=C(c1ccccc1F)N(Cc1nc2ccccc2c(=O)[nH]1)C1CCCC1 | -2 | 0 | 4 | -6 | -20 | 2 | 8 | -4 | -2
Cc1cc(NC(=O)c2cc(-c3cccs3)on2)nn1Cc1ccc(Cl)cc1 | -4 | 2 | -2 | -1 | 15 | -3 | -1 | 6 | -8
COC(=O)c1cc(S(=O)(=O)N(C)C2CCCCC2)cn1C | -2 | -1 | 8 | -3 | 16 | 10 | 3 | -2 | 3
CCc1ccc(Nc2nnc(SC3CCOC3=O)s2)cc1 (centres undefined) | -2 | 2 | 3 | 7 | -1 | 9 | 5 | 11 | -1
N/C(=N\OS(=O)(=O)c1ccc(Br)cc1)c1ccncc1 | -2 | 2 | -4 | -3 | -6 | -10 | -2 | 7 | -1
CCC(C)NC(=O)CNC(=S)N(Cc1ccccc1)Cc1cccnc1 (centres undefined) | 1 | 1 | 4 | 5 | 11 | 7 | 3 | -8 | -4
Cc1ccc(N/C(N)=N/c2nc(C)cc(C)n2)cc1 | 0 | 1 | 7 | 2 | -14 | -1 | 3 | 0 | 0
CCC(C)(C#CCN1CCCCC1)OCCC#N (centres undefined) | 1 | -1 | 6 | 1 | 9 | -3 | 6 | -5 | 4
CCN(CC)S(=O)(=O)c1c(Br)cc(C)cc1Br | 3 | 6 | 14 | -2 | -27 | 4 | 3 | -3 | 2
CCCCN1C(=O)C(=O)N(CC(=O)c2ccc[nH]2)C1=O | -3 | 2 | -6 | 6 | 5 | 0 | 6 | 17 | 0
Cc1ccc2nc(-c3cccnc3SCC(=O)N3c4ccccc4CC3C)[nH]c2c1 (centres undefined) | -21 | -4 | 6 | 28* | 8 | -5 | -2 | -68 | -34
Cc1cc(C)c([N+](=O)[O-])cc1NC(=O)CCSc1ccccc1Cl | -4 | 1 | 0 | 16 | 4 | -9 | 2 | 17 | 2
COc1ccc(N(CC(=O)N/N=C/c2cccs2)S(=O)(=O)c2ccccc2)cc1 | 0 | 6 | -1 | 3 | 4 | 9 | 2 | -14 | 5
CC(C)CNC(=O)c1cccc(NC(=O)c2ccc(NC(=O)c3ccco3)cc2)c1 | -7 | -3 | -5 | 7 | 2 | -8 | -5 | 12 | -8
CN(C(=S)NC(=O)c1ccc(Br)o1)c1ccccc1 | -1 | 4 | 8 | 5 | 12 | 3 | 2 | 9 | 1
COc1ccc2[nH]c(=O)c(CN(C(=O)c3ccccn3)C3CCCCC3)cc2c1 | 2 | 4 | 3 | -3 | -11 | 8 | 5 | 1 | 1
COc1ccc(S(=O)(=O)Nc2ccc3c(c2)OCO3)cc1OC | 0 | 2 | 5 | 7 | -9 | 8 | 3 | -1 | 2
COc1cccc(C(=O)NCCS(=O)(=O)NCC2CCCO2)c1 (centres undefined) | -3 | 8 | 6 | 5 | 15 | -9 | 4 | 5 | -7
COCCCNS(=O)(=O)c1ccc(C)cc1 | -2 | 1 | 0 | 2 | 5 | 4 | 4 | 2 | -7
Cc1ccc(N(C)S(=O)(=O)c2cccc(C(=O)NCC(c3cccs3)N3CCOCC3)c2)cc1 (centres undefined) | 0 | 1 | 2 | -1 | 9 | -3 | -3 | 0 | -1

In the list so far, these have an NH in an aromatic ring:
compound | LYPLA1 counter | pPAFAH inh | PAFAH1B3 inh | EBNA-1 inh | ZTA counter | PAFAH2 FP inh | PAFAH1B2 FP inh | PREPL inhibitor | LYPLA2 inh
O=C(c1ccccc1F)N(Cc1nc2ccccc2c(=O)[nH]1)C1CCCC1 | -2 | 0 | 4 | -6 | -20 | 2 | 8 | -4 | -2
CCCCN1C(=O)C(=O)N(CC(=O)c2ccc[nH]2)C1=O | -3 | 2 | -6 | 6 | 5 | 0 | 6 | 17 | 0
Cc1ccc2nc(-c3cccnc3SCC(=O)N3c4ccccc4CC3C)[nH]c2c1 (centres undefined) | -21 | -4 | 6 | 28* | 8 | -5 | -2 | -68 | -34
COc1ccc2[nH]c(=O)c(CN(C(=O)c3ccccn3)C3CCCCC3)cc2c1 | 2 | 4 | 3 | -3 | -11 | 8 | 5 | 1 | 1

Further compounds:
compound | LYPLA1 counter | pPAFAH inh | PAFAH1B3 inh | EBNA-1 inh | ZTA counter | PAFAH2 FP inh | PAFAH1B2 FP inh | PREPL inhibitor | LYPLA2 inh
CCn1c(-c2ccccc2)ccc(C#N)c1=O | 1 | 3 | -1 | 1 | 5 | -2 | 0 | -13 | 2
CC(C)(C)c1nnc(NC(=O)CCS(=O)(=O)Cc2ccccc2)s1 | 1 | 7 | 9 | -1 | -3 | 3 | 9 | 3 | 0
CC(C)c1ccc(S(=O)(=O)N2CCC(C(=O)N3CCC3)CC2)cc1 | 0 | 0 | 11 | -4 | 4 | 4 | 0 | 0 | 2
CN(C)S(=O)(=O)c1ccc(Nc2ccc(-c3ccc4c(c3)OCCO4)nn2)cc1 | -14 | 9 | 0 | 12 | 0 | 6 | -3 | -4 | -3
CN=c1scc(C)n1/N=C/c1ccc2c(c1)OCO2 | 0 | 4 | -14 | 0 | 9 | 2 | -8 | 6 | 2
Cn1c(=O)c2[nH]c(-c3cccnc3)nc2n(C)c1=O | -1 | -9 | 4 | -4 | -1 | -1 | 1 | 7 | 0
COc1ccc(OCc2ccc(-c3nc4ccccc4c(=O)n3N)o2)cc1 | -2 | 2 | 4 | 4 | 6 | 9 | 6 | -8 | -3
CCOC(=O)c1ccc(Nc2ncnc3nc[nH]c23)cc1 | -4 | -2 | -1 | 2 | -14 | -11 | -6 | 5 | -5
CC1(C)O[C@@H]1COc1c2ccoc2cc2oc(=O)ccc12 | -1 | 2 | 6 | -3 | -16 | 12 | 3 | -9 | -2
CCCCCCn1c(Br)nc2c1c(=O)n(C)c(=O)n2C | 0 | -3 | 9 | -3 | -14 | -1 | 0 | 8 | -3
Cc1ccccc1-n1c(SC/C(O)=C(\C#N)c2nc3ccccc3[nH]2)nnc1-c1ccncc1 | -5 | 16 | 0 | 5 | 9 | 8 | 2 | 38 | 2
Cc1ccc(C(=O)C2CCN(CC(=O)NCc3ccc(F)cc3)CC2)cc1 | -3 | 2 | -5 | 0 | 3 | -2 | 3 | 19 | 9
CC(=O)NCCc1nc2cc(NC(=O)c3ccc(Cl)cc3)ccc2n1C | -2 | 6 | 5 | -2 | -7 | 10 | -4 | 1 | 5
O=C(CCC(=O)c1cccs1)Nc1ccc(N2CCCCC2)cc1 | 2 | 9 | 3 | 3 | -11 | 5 | 0 | -1 | 4
CCN(CC)C(=S)Nc1c(C)n(C)n(-c2ccccc2)c1=O | 0 | -6 | 9 | 0 | -12 | 3 | 0 | 18 | 0
NC(=O)CC(NC(=O)Cc1ccc(Cl)cc1)c1ccc(NCc2ccccc2)c([N+](=O)[O-])c1 (centres undefined) | -2 | 10 | 12 | -10 | -13 | -1 | -1 | -22 | 1
COc1ccccc1C(=O)COC(=O)/C(=C/c1ccccc1)NC(C)=O | 3 | 4 | 0 | -9 | -5 | 2 | 7 | 8 | 1
CC(C)CC(Nc1ncnc2scc(-c3ccccc3)c12)C(=O)O (centres undefined) | 1 | -1 | 4 | -13 | -5 | 8 | 4 | 17 | 4
CCOC(=O)c1c(NC(=O)C2CC2)sc2c1CC(C)(C)OC2 | -1 | 2 | 7 | 2 | 5 | 1 | 6 | -1 | -4
CC(=O)Nc1ccc(C(=O)OCC(=O)c2cccc([N+](=O)[O-])c2)cc1 | 4 | 3 | 6 | 1 | 0 | 27 | 4 | -6 | 21

Ordered by count of non-hydrogen atoms (descending): three of the compounds above
compound | LYPLA1 counter | pPAFAH inh | PAFAH1B3 inh | EBNA-1 inh | ZTA counter | PAFAH2 FP inh | PAFAH1B2 FP inh | PREPL inhibitor | LYPLA2 inh
CN(C)S(=O)(=O)c1ccc(Nc2ccc(-c3ccc4c(c3)OCCO4)nn2)cc1 | -14 | 9 | 0 | 12 | 0 | 6 | -3 | -4 | -3
O=C(c1ccccc1F)N(Cc1nc2ccccc2c(=O)[nH]1)C1CCCC1 | -2 | 0 | 4 | -6 | -20 | 2 | 8 | -4 | -2
Cc1cc(C)c([N+](=O)[O-])cc1NC(=O)CCSc1ccccc1Cl | -4 | 1 | 0 | 16 | 4 | -9 | 2 | 17 | 2

Carrying on:
compound | LYPLA1 counter | pPAFAH inh | PAFAH1B3 inh | EBNA-1 inh | ZTA counter | PAFAH2 FP inh | PAFAH1B2 FP inh | PREPL inhibitor | LYPLA2 inh
COc1cccc(CC(NC(C)=O)C(=O)NC2CCN(c3c(Cc4ccccc4)c(C)nc4ncnn34)CC2)c1 (centres undefined) | -6 | -3 | 0 | 4 | 2 | -4 | 4 | 24 | 0
CC(C)(C)C1CCC(=NNC(=O)c2ccccc2-n2cccc2)CC1 (centres undefined) | 0 | 9 | 6 | -10 | -4 | -2 | 4 | -34 | 2
O=C(CN=C1NS(=O)(=O)c2ccccc21)OCC(=O)c1cc(F)ccc1F | 6 | -1 | 1 | 9 | -7 | 7 | -3 | 10 | 6
CC(C)C(=O)Nc1cccc(-c2cnc3ccccc3n2)c1 | 1 | 2 | -1 | -6 | -9 | 3 | -1 | -38 | 5
COc1ccc(C)cc1NC(=O)CCCN1C(=O)C(c2ccccc2)Oc2cccnc21 (centres undefined) | -3 | -4 | 1 | -7 | -10 | 4 | 5 | -11 | -1
Clc1ccc(-c2ccccc2)cn1 | -3 | 0 | 11 | / | 1 | 1 | 8 | -10 | 0
COC(=O)c1ccc(CN(c2ccc(C)cc2)S(=O)(=O)c2ccc3c(c2)OCCO3)o1 | 1 | 7 | 2 | 5 | -4 | -10 | 3 | -5 | 10
NS(=O)(=O)c1cc(C(=O)Nc2ccc3c(c2)OCCCO3)ccc1Cl | -2 | 0 | 0 | -8 | 1 | -1 | -4 | -5 | 0
CCn1nc(C)cc1C(=O)N(C)C1CCCN(Cc2ccccc2F)C1 (centres undefined) | 2 | 2 | 13 | 8 | 5 | -3 | 7 | -4 | -3
Cc1nn(CCN)c(C)c1Cl | 0 | 1 | 7 | 14 | 11 | -6 | -5 | 2 | -3
CCc1nc(SCC(=O)Nc2ccc(F)cc2)c2c(=O)n(C)c(=O)n(C)c2n1 | 2 | -1 | 4 | 5 | 5 | -2 | -2 | -6 | 4
O=C(c1ccc(C#CC2(O)CCCCC2)cc1)N1CCOCC1 | 5 | 2 | 5 | 0 | 2 | -2 | 1 | -6 | 1
O=S(=O)(Nc1ccc(S(=O)(=O)N2CCCC2)cc1)c1ccccc1Br | 4 | -6 | 2 | / | -19 | 3 | 6 | -2 | -5
Cn1c(=O)oc2cc(S(=O)(=O)N3CCCC(C(=O)Nc4nccs4)C3)ccc21 (centres undefined) | 2 | 4 | 2 | 4 | -10 | 4 | 3 | 4 | 4
O=[N+]([O-])c1ccc(/C=N/N2CCCCC2)cc1 | 5 | 7 | 6 | -9 | -2 | -2 | 8 | 4 | 9
O=C(NNC(=O)c1ccc[nH]1)c1cccc(C(F)(F)F)c1 | 1 | 2 | 2 | -10 | 3 | -4 | -2 | 1 | 9
Cc1cccc(N2CC(O)=C(c3nc4ccccc4n3C)C2=N)c1 | 2 | 1 | 11 | 5 | -4 | -5 | 2 | 10 | 1
O=C(CSc1nnc(CNC(=O)c2c(F)cccc2Cl)o1)NCc1ccccc1 | -2 | -2 | 10 | -7 | -10 | 0 | 1 | 9 | 0
O=C(Nc1ccc(Br)cn1)c1cccc2ccccc12 | -3 | -5 | 4 | -5 | -21 | 8 | 4 | -2 | 4
Cc1ccc(S(=O)(=O)N(c2cccc(C)c2)C2CCS(=O)(=O)C2)cc1 (centres undefined) | 2 | 0 | 5 | -7 | -11 | 8 | 4 | -6 | 0
Cc1ccccc1C(=O)NC(=S)Nc1ccccc1N1CCCC1 | -1 | -2 | -2 | -1 | 1 | 6 | 6 | 2 | -7
